EPAC1 agonist: qHTS for Agonist of cAMP-regulated guanine nucleotide exchange factor 3 (EPAC1): primary screen; EPAC1 agonist qHTS, biochemical assay; response scale: 100% = response to 6.5 mM cAMP; Potency, µM (highest dose often 154 µM), without a hit: top-dose activation, usual class: activators; 360,000 compounds, 0.073% hits; Rap guanine nucleotide exchange factor 3 (Homo sapiens), O95398; also: potency is read from the fitted curve at half-maximal effect; nearly all actives have a fitted effect of over 60% in size
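Fluorescent GDP-exchange assay: 100 nM EPAC1 with 250 nM Rap1B preloaded with BODIPY-GDP and 50 uM GDP; compounds tested as concentration series, 5 min at room temperature, then read every 5 min for 30 min (ex 480/em 540 nm); normalized to 6.5 mM cAMP.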
PLK1 PBD inh: qHTS for Inhibitors of PLK1-PDB (polo-like kinase 1 - polo-box domain): Primary Screen | Serine/threonine-protein kinase PLK1 (Homo sapiens), P53350 | Plk1 PBD binding of FITC phosphopeptide, fluorescence polarization | 360,000 compounds, 2.8% hits | Potency, µM, inactives show max response, negative = inhibition, hits mostly inhibitors; also: potency is read from the fitted curve at half-maximal effect; series mostly up to about 57 µM; % is scaled to controls: 0 for no effect and ±100 for the full control effect; nearly all actives have a fitted effect of over 65% in size
EPAC1 antag: qHTS for Antagonist of cAMP-regulated guanine nucleotide exchange factor 3 (EPAC1): primary screen; 360,000 compounds, 0.14% hits; Potency, µM (doses to about 115 µM), without a hit: top-dose activity change, negative = inhibition, most hits filed as inhibitors; AID 720709, 2013; EPAC1 GEF assay, Rap1b-BODIPY-GDP exchange fluorescence;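 also: potency is read from the fitted curve at half-maximal effect; plate controls were vehicle for no effect and positive control for full effect; nearly all actives have a fitted effect of over 50% in size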
FUS yeast rescue: qHTS for Suppressors of FUS Proteinopathy: Primary screen using FUS-linked yeast assay; Potency, µM (highest dose often 76.6 µM), without a hit: at the top dose growth rescue (activation), most hits filed as activators; S. cerevisiae FUS-expressing, growth rescue, OD600, 24 h; 390,000 compounds, 0.24% hits;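 also: potency is read from the fitted curve at half-maximal effect; plate controls were DMSO vehicle for no effect and reference control for full effect; nearly all actives have a fitted effect of over 55% in size; some results filed as inactive show a strong effect at the top dose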
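S. cerevisiae expressing FUS from galactose induction served as the toxicity model. Growth after 24hr at 30C, read as absorbance at 600 nm, indicates suppression of toxicity; compounds dosed at several concentrations.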
aSyn rescue: qHTS of alpha-syn Inhibitors; Yeast expressing alpha-synuclein, growth rescue, BacTiter-Glo, 24 h; 370,000 compounds, 0.14% hits; Potency, µM (titrated, usually from 46.1 µM), without a hit: at the top dose growth rescue (activation), usual class: activators; AID 652106, 2013; also: potency is read from the fitted curve at half-maximal effect; % of control where 0% means no effect; nearly all actives have a fitted effect of over 65% in size
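Galactose-induced alpha-syn yeast (OD600=0.02, raffinose-pregrown) + pinned cpd, 24 hr, 30 deg C; growth by BacTiter-Glo luminescence. Growth restoration scores as activation.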
PI5P4K alpha inh: qHTS for Inhibitors of phosphatidylinositol 5-phosphate 4-kinase (PI5P4K); Phosphatidylinositol 5-phosphate 4-kinase type-2 alpha (Homo sapiens), P48426; max response, %; PI5P4Kalpha enzyme, ADP-Glo luminescence, 60 min; active compounds read low; 330,000 compounds, 1.2% hits; AID 652105, 2013; active = max response of -50% or lower; inconclusive = between -30% and -50%; inactive = -30% or higher; also: value at the top dose of about 77 µM; % is scaled to controls: 0 for no effect and ±100 for the full control effect
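PI5P4Kalpha ADP-Glo assay; 5 microM ATP final; 60 min RT reaction; HEPES pH 7.4/EGTA/CHAPS, 5% DMSO; controls lacking substrate or enzyme; luminescent end-point.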
WRN helicase inh: qHTS for Inhibitors of WRN Helicase. Bifunctional 3'-5' exonuclease/ATP-dependent helicase WRN (Homo sapiens), Q14191. WRN helicase unwinding, fluorescent forked duplex, kinetic. Potency, µM (top dose mostly 114 µM), for inactives: at the highest dose activity change, negative = inhibition, hits mostly inhibitors. 360,000 compounds, 0.46% hits. AID 651768, 2012; also: potency is read from the fitted curve at half-maximal effect; % is scaled to controls: 0 for no effect and ±100 for the full control effect; nearly all actives have a fitted effect of over 55% in size
Target sequence (Q14191 whole entry, looked up): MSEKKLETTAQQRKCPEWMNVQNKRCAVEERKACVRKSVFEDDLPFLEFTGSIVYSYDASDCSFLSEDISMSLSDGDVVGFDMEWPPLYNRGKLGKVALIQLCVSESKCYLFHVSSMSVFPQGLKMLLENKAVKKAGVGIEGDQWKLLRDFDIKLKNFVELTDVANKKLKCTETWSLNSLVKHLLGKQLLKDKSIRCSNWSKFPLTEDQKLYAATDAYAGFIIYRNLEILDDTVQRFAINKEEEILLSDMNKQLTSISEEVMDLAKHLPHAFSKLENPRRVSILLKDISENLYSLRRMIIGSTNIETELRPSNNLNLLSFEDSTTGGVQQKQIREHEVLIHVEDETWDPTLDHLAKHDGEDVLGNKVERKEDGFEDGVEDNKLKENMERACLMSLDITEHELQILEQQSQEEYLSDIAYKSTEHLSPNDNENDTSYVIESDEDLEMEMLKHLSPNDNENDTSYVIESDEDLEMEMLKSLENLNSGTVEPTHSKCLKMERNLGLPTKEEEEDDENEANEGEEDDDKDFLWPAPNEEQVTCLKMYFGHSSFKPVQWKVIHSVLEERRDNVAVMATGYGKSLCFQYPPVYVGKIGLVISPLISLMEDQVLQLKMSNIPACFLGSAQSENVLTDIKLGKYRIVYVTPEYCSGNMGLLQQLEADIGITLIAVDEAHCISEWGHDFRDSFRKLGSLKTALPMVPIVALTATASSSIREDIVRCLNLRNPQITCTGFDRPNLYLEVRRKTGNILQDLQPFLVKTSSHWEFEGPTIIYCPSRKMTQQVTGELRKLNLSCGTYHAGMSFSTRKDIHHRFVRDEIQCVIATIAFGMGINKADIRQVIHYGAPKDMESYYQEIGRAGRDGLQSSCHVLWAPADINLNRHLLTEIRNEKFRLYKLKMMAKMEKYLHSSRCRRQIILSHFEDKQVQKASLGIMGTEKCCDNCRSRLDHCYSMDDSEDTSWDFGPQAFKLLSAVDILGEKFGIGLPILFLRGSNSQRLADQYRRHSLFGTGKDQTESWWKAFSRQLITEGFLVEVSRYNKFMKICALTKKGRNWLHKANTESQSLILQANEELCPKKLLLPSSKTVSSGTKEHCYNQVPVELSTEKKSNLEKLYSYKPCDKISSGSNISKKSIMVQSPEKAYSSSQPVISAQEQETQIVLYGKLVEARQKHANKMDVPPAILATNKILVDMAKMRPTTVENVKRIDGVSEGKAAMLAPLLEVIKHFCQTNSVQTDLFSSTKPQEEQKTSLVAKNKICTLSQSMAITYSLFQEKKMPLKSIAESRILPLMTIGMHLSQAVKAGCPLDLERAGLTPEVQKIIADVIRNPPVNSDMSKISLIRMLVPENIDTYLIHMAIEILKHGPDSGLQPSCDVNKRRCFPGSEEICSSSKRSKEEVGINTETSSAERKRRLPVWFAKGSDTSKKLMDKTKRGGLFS
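Fluorescence dequenching readout, ex 525 nm/em 598 nm, kinetic mode: forked duplex DNA (100 nM final) with adjacent fluorophore and quencher unwound by WRN (20 nM final) with 2 mM ATP. Compound preincubation 15 min, room temperature.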
IL-2 act: qHTS of IL-2 Activators | AID 652025, 2013 | IL-2 activation reporter assay, cell-based qHTS; stimulated with anti-CD3/CD4/CD28 beads; in transgenic mouse T cells | activation, % (series mostly up to about 46 µM) | 360,000 compounds, 0.065% hits; in the data active = activation above about 50%; inconclusive = mostly about 30% to 49%; also: 0% is about no effect
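Quantitative HTS in unstimulated transgenic mouse T cells, with memory T cells as non-tolerant control and PMA/ionomycin as tolerance-bypass control. Compound pretreatment lasted 60 minutes before 18 h bead stimulation; EGFP/DsRed fluorescence read.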
Abeta yeast res: qHTS for compounds that reverse cellular toxicity of Amyloid beta (A-beta) peptide in yeast: Primary Screen. 410,000 compounds, 0.063% hits. yeast expressing A-beta42, growth rescue, OD600, 48 h; response scale: 0% DMSO, 100% iron-clioquinol control. Potency, µM (titrated, usually from 46.1 µM), without a hit: top-dose growth rescue, usual class: activators. AID 1347071, 2019; also: potency is read from the fitted curve at half-maximal effect; nearly all actives have a fitted effect of over 55% in size
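Growth rescue measured by 600 nm absorbance after 48 h yeast culture at 30 C with compound. Values normalized between DMSO and an equimolar ferric chloride plus clioquinol control.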
* = called active by the depositor; [ ] = another dose, or the depositor's remark. Unless noted, calls follow the shape of the dose curve; as a rule, active = well fitted curve in the direction sought with a large enough effect; inconclusive = small, poorly fitted or top-dose-only effect, or another doubt; inactive = no such curve, though single readings can be large; an effect the other way counts as inactive or inconclusive. Hits appear at their usual frequency; any-hit rate near 4.1%.

Results for COc1c(C)cc(C(=O)C2CCCN(C(=O)c3cc(C4CC4)[nH]n3)C2)cc1C (stereo not drawn) ?
EPAC1 agonist: -8%; PLK1 PBD inh: -12%; EPAC1 antag: 10%; FUS yeast rescue: 29%; aSyn rescue: 2%; PI5P4K alpha inh: 4; WRN helicase inh: -4%; IL-2 act: -2.8; Abeta yeast res: -9%

Results for COc1ccc(S(=O)(=O)NNC(=O)Nc2ccccc2OC)c(OC)c1 ?
EPAC1 agonist: -11%; PLK1 PBD inh: -14%; EPAC1 antag: -12%; FUS yeast rescue: -14%; aSyn rescue: -4%; PI5P4K alpha inh: 1; WRN helicase inh: 14%; IL-2 act: -2.3; Abeta yeast res: 5%

How did O=C(COC(=O)CNS(=O)(=O)c1ccc(F)c(F)c1F)NCCc1ccccc1 do in these assays?
EPAC1 agonist: -11%; PLK1 PBD inh: -13%; EPAC1 antag: 10%; FUS yeast rescue: 13%; aSyn rescue: -1%; PI5P4K alpha inh: -8; WRN helicase inh: -20%; IL-2 act: 1.7; Abeta yeast res: 11%

What do the screens show for `COc1cccc(CSc2nnc(C(F)(F)F)n2Cc2ccc(F)cc2)c1`?
EPAC1 agonist: -1%; PLK1 PBD inh: -4%; EPAC1 antag: -6%; FUS yeast rescue: inconclusive; aSyn rescue: 15%; WRN helicase inh: -1%; IL-2 act: 0.0; Abeta yeast res: -13%

What do the screens show for `COc1ccc(C(=O)NCC(=O)OC2CCCCC2=O)cc1` (stereo not drawn)?
EPAC1 agonist: 3%; PLK1 PBD inh: -8%; EPAC1 antag: -12%; FUS yeast rescue: 11%; aSyn rescue: 1%; PI5P4K alpha inh: 0; WRN helicase inh: -8%; IL-2 act: 0.4; Abeta yeast res: 7%

How did CNc1ncc(Cc2ccccc2)s1 do in these assays?
EPAC1 agonist: -2%; PLK1 PBD inh: -5%; EPAC1 antag: -2%; aSyn rescue: 0%; PI5P4K alpha inh: -1; WRN helicase inh: -19%; IL-2 act: -0.9; Abeta yeast res: -7%

What do the screens show for `COc1ccc(C(=O)NCc2cccc(Cl)c2)cc1S(=O)(=O)N1CCOCC1`?
EPAC1 agonist: 4%; PLK1 PBD inh: -7%; EPAC1 antag: -5%; FUS yeast rescue: 8%; aSyn rescue: -7%; PI5P4K alpha inh: 9; WRN helicase inh: -7%; IL-2 act: 0.1; Abeta yeast res: -12%

How did O=C(NCCCO)c1ccc2[nH]c3c(c2c1)CCCC3 do in these assays?
EPAC1 agonist: -2%; PLK1 PBD inh: 1%; EPAC1 antag: -11%; FUS yeast rescue: -35%; aSyn rescue: 9%; PI5P4K alpha inh: 5; WRN helicase inh: -7%; IL-2 act: 1.4; Abeta yeast res: 18%[9.22 µM]

Results for CCC(C)(C(=O)NC1CCCCC1)N(Cc1cccs1)C(=O)c1ccc(=O)[nH]c1 (stereo not drawn) ?
EPAC1 agonist: -5%; PLK1 PBD inh: 6%; EPAC1 antag: -4%; aSyn rescue: 17%; PI5P4K alpha inh: 1; WRN helicase inh: -6%; IL-2 act: -3.2; Abeta yeast res: -6%

What do the screens show for `CCC(CC)C(=O)Nc1ccc(Sc2ccc([N+](=O)[O-])cc2)cc1`?
EPAC1 agonist: -13%; PLK1 PBD inh: -6%; EPAC1 antag: -1%; FUS yeast rescue: -13%; aSyn rescue: 1%; WRN helicase inh: -4%; IL-2 act: -0.1; Abeta yeast res: -16%

Results for Cc1cc(/C=N/Nc2nc(N3CCOCC3)nc(N3CCOCC3)n2)c(C)n1-c1ccccc1 ?
EPAC1 agonist: 2%; PLK1 PBD inh: -6%; EPAC1 antag: inconclusive; FUS yeast rescue: inconclusive; aSyn rescue: 3%; PI5P4K alpha inh: 0; WRN helicase inh: -6%; IL-2 act: -0.3; Abeta yeast res: 9%

Results for COc1ccccc1NS(=O)(=O)c1cccc(N=C2N=C(N)c3ccccc32)c1 ?
EPAC1 agonist: -1%; PLK1 PBD inh: -4%; EPAC1 antag: inconclusive; FUS yeast rescue: 12%; aSyn rescue: 4%; PI5P4K alpha inh: -5; WRN helicase inh: 2%; IL-2 act: -2.6; Abeta yeast res: -4%

How did Cc1ccc(OCCC(=O)NNC(=O)c2ccccc2F)cc1 do in these assays?
EPAC1 agonist: 15%; PLK1 PBD inh: -4%; EPAC1 antag: 9%; FUS yeast rescue: -28%; aSyn rescue: 1%; PI5P4K alpha inh: -1; WRN helicase inh: 4%; IL-2 act: 1.9; Abeta yeast res: 12%

Results for CCN(CC(=O)NCc1ccc(F)cc1)Cc1nc2ccccc2c(=O)[nH]1 ?
EPAC1 agonist: -1%; PLK1 PBD inh: -26%; EPAC1 antag: -3%; FUS yeast rescue: 1%; aSyn rescue: -12%; PI5P4K alpha inh: -1; WRN helicase inh: -1%; IL-2 act: -0.2; Abeta yeast res: -5%

What do the screens show for `COc1ccc(C(=O)OCC2CC(c3ccccc3)=NO2)cc1OC` (stereo not drawn)?
EPAC1 agonist: 8%; PLK1 PBD inh: 11µM*; EPAC1 antag: -12%; FUS yeast rescue: 12%; aSyn rescue: -3%; PI5P4K alpha inh: -14; WRN helicase inh: 3%; IL-2 act: -3.5; Abeta yeast res: -13%

Results for COc1ccc(Cl)cc1S(=O)(=O)N1CCCC1=O ?
EPAC1 agonist: -3%; PLK1 PBD inh: 27µM*; EPAC1 antag: -5%; FUS yeast rescue: -5%; aSyn rescue: -1%; PI5P4K alpha inh: -21; WRN helicase inh: -13%; IL-2 act: 2.0; Abeta yeast res: -9%

How did O=C(CSc1nnc(-c2cccnc2)n1C1CCCCC1)NC1CCCC1 do in these assays?
EPAC1 agonist: 0%; PLK1 PBD inh: -10%; EPAC1 antag: 3%; FUS yeast rescue: 20%; aSyn rescue: -14%; WRN helicase inh: -1%; IL-2 act: -1.3; Abeta yeast res: -20%

How did CC1(C)CC(CC(=O)O)C(=O)O1 (stereo not drawn) do in these assays?
EPAC1 agonist: 5%; PLK1 PBD inh: -7%; EPAC1 antag: 9%; FUS yeast rescue: 4%; aSyn rescue: -7%; PI5P4K alpha inh: 0; WRN helicase inh: -3%; IL-2 act: -2.9; Abeta yeast res: -8%

How did COc1cc(OC)c2ccc(=O)oc2c1C(CC(=O)N1CCCC(C)C1)c1ccc2c(c1)OCO2 (stereo not drawn) do in these assays?
EPAC1 agonist: -25%; PLK1 PBD inh: -17%; EPAC1 antag: -13%; FUS yeast rescue: 26%; aSyn rescue: 3%; PI5P4K alpha inh: inconclusive; WRN helicase inh: -19%; IL-2 act: -0.3; Abeta yeast res: 8%

What do the screens show for `CCOc1ccc(CC(=O)NCC2(N3CCCCC3)CCCCC2)cc1`?
EPAC1 agonist: 2%; PLK1 PBD inh: 3%; EPAC1 antag: -8%; FUS yeast rescue: 7%; aSyn rescue: 1%; PI5P4K alpha inh: 2; WRN helicase inh: 0%; IL-2 act: 7.1; Abeta yeast res: -1%

How did COc1ccc(/C(C)=N/NC(=S)Nc2cc(C)ccc2C)cc1 do in these assays?
EPAC1 agonist: 14%; PLK1 PBD inh: -11%; EPAC1 antag: 3%; FUS yeast rescue: -15%; aSyn rescue: -9%; PI5P4K alpha inh: 6; WRN helicase inh: -5%; IL-2 act: -0.9; Abeta yeast res: inconclusive

What do the screens show for `CC(=O)NC(CC(=O)O)c1ccc(F)cc1` (stereo not drawn)?
EPAC1 agonist: -3%; PLK1 PBD inh: -6%; EPAC1 antag: -17%; FUS yeast rescue: -13%; aSyn rescue: -4%; PI5P4K alpha inh: -1; WRN helicase inh: -2%; IL-2 act: 0.0; Abeta yeast res: -1%

What do the screens show for `O=C([C@H]1O[C@@H](n2ccc(=O)[nH]c2=O)[C@H](O)[C@@H]1O)N1CCC(F)(F)CC1`?
EPAC1 agonist: -2%; PLK1 PBD inh: 4%; EPAC1 antag: 15%; FUS yeast rescue: -26%; aSyn rescue: -9%; PI5P4K alpha inh: 0; WRN helicase inh: 8%; IL-2 act: -0.1; Abeta yeast res: -5%

What do the screens show for `N#Cc1ccc(OCC(=O)Nc2ccc3[nH]c(=O)[nH]c3c2)cc1`?
EPAC1 agonist: 5%; PLK1 PBD inh: -8%; EPAC1 antag: -6%; FUS yeast rescue: -3%; aSyn rescue: 1%; PI5P4K alpha inh: 0; WRN helicase inh: -16%; IL-2 act: -1.5; Abeta yeast res: -2%

Results for CC1SC(C)C(=O)N(CC(=O)NC2CCCCC2)C1=O (stereo not drawn) ?
EPAC1 agonist: -2%; PLK1 PBD inh: -6%; EPAC1 antag: 4%; FUS yeast rescue: -18%; aSyn rescue: 0%; PI5P4K alpha inh: -6; WRN helicase inh: 5%; IL-2 act: -0.5; Abeta yeast res: -6%

Results for Cc1ccc(C)c2[nH]c(=O)c(CN(Cc3cccnc3)C(=S)NCc3ccco3)cc12 ?
EPAC1 agonist: 13%; PLK1 PBD inh: -14%; EPAC1 antag: -8%; FUS yeast rescue: 31%; aSyn rescue: 3%; PI5P4K alpha inh: 9; WRN helicase inh: 7%[11.6 µM]; IL-2 act: -0.3

Screening data: PubChem, National Center for Advancing Translational Sciences (NCATS)
